Assay outcomes as filed in PubChem BioAssay.
RmlCD inh 1536 = blocks M. tuberculosis RmlC and RmlD coupled enzymes; 160,000 tested, 0.03% active; AID 1533; inhibition, % at 3.6 µM; RmlC+RmlD coupled enzyme assay, percent inhibition; primary screen in compound mixtures; P9WH09+P9WH11; in the data active = inhibition mostly above about 34%, no sharp cut-off; inconclusive = no clear call, values can overlap the other calls; inactive = mostly below about 22%; note: some results filed as inactive read as strong as hits
Target sequence (P9WH09 whole entry, looked up): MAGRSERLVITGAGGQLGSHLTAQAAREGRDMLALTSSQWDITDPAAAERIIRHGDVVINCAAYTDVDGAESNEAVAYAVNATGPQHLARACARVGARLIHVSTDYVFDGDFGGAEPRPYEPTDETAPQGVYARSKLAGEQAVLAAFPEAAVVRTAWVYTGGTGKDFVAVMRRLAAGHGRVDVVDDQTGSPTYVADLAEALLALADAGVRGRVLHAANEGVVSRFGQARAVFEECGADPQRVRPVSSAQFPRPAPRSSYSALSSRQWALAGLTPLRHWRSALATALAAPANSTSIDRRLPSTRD
Target sequence (P9WH11 whole entry, looked up): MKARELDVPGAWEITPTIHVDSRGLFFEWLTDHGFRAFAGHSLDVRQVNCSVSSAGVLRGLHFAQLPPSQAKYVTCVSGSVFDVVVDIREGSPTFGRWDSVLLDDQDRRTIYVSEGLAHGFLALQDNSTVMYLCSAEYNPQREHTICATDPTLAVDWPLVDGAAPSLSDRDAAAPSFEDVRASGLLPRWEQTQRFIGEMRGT
GlmU inhibition = inhibition of mycobacterial GlmU enzyme – biochemical, glucosamine-1-phosphate acetyltransferase (AID 1376); M. tuberculosis GlmU acetyltransferase enzyme assay; higher % means a stronger effect; inhibition, %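 (tested at 30 µM in the primary screen)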; hits with a dose series show IC50 in µM; 220,000 tested, 0.25% active; in the data active = inhibition above about 13%; inconclusive = no clear call, values can overlap the other calls;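 note: 0% = complete reaction with vehicle and 100% = reaction without substrate; strong numbers were not always called active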
Starred values were filed as active, the others as inactive; u = inconclusive; x = not tested or not shown.

SMILES	RmlCD inh 1536	GlmU inhibition
Cc1ccc(-n2c(C)cc(/C=N/NC(=O)c3ccncc3)c2C)c(C)c1	x	1.0%
CCOC(=O)c1c(NC(=O)C2C3CCC(O3)C2C(=O)O)sc(C)c1-c1ccc(C)cc1 (configuration not stated)	-1	1.2%
CCc1cc2c(s1)N(CC(=O)OC)C(=O)CN=C2c1ccccc1OC	5	-2.7%
C=C1CCN([C@@H](Cc2ccccc2)C(=O)Nc2ccc(OC)cc2)S(=O)(=O)c2ccccc21	x	2.3%
COc1cc(-c2nc(CN3CCCN(C(=O)c4ccco4)CC3)c(C)o2)ccc1F	-14	2.1%
CC1=C(C(=O)OCC2CCCO2)C(c2ccc(Cl)cc2)NC(=O)N1 (configuration not stated)	9	-0.3%
COC(=O)c1c(-c2ccccc2)csc1NC(=O)CSc1ncnc2sc(C)c(C)c12	36	0.7%
Cc1ccc(N2CCN(C(=O)c3ccccc3NC(=O)C3CC=CCC3C(=O)O)CC2)cc1 (configuration not stated)	-6	-3.6%
CC1CCC(NC(=O)N(CCCl)N=O)CC1 (configuration not stated)	x	4.5%
COc1ccc(-c2cc(-c3ccc(OC)c(OC)c3)n[nH]2)c(O)c1	x	2.4%
COc1ccc(/C=C2\CCCC3C2=NC(=S)NC3c2ccc(OC)cc2)cc1 (configuration not stated)	-3	1.8%
CCOc1ccc(C)cc1S(=O)(=O)n1ccnc1	7	7.0%
Cc1cc(C)c2nc(-c3ccccn3)cc(C(=O)Nc3ccc(S(=O)(=O)Nc4cc(C)on4)cc3)c2c1	x	2.7%
O=C(NCCSc1c(-c2ccccc2)[nH]c2ccccc12)c1cc2ccccc2oc1=O	x	-3.1%
Cn1c(=O)[nH]c(=O)c2c1nc(Br)n2Cc1ccccc1Cl	13	2.2%
C=CCN(C(=O)CCC(=O)O)C1CC(=O)N(c2ccc(OCCC)cc2)C1=O (configuration not stated)	-5	3.0%
Cc1c(O)ccc2c3c(c(=O)oc12)CCC(C)C3 (configuration not stated)	x	-3.6%
C=CCn1c(SCc2nc3ccccc3[nH]2)nnc1-c1cccc(OC)c1	-1	-0.9%
Cc1ccc(CNS(=O)(=O)c2ccc(C(C)(C)C)cc2)n1C	u	7.0%
O=C(N/N=C/c1ccncc1)c1cccc([N+](=O)[O-])c1	-8	0.4%
COCCCn1cnc2c(c1=O)c1nc3ccccc3nc1n2-c1ccc(C)cc1	x	-3.9%
COc1cc2c(cc1OC)C(COc1ccccc1OC)N(C(=O)c1ccco1)CC2 (configuration not stated)	0	-1.0%
CCN(CC)CCSc1nc(O)c(-c2ccccc2)c(=O)[nH]1	8	-5.3%
O=C(/C=C/Nc1ccccc1Oc1ccccc1)c1ccco1	63	5.8%

Some of the entries so far, comma-delimited:
Molecule,RmlCD inh 1536,GlmU inhibition
CCOC(=O)c1c(NC(=O)C2C3CCC(O3)C2C(=O)O)sc(C)c1-c1ccc(C)cc1 (configuration not stated),-1,1.2%
CCOc1ccc(C)cc1S(=O)(=O)n1ccnc1,7,7.0%
CC1=C(C(=O)OCC2CCCO2)C(c2ccc(Cl)cc2)NC(=O)N1 (configuration not stated),9,-0.3%
Cc1ccc(N2CCN(C(=O)c3ccccc3NC(=O)C3CC=CCC3C(=O)O)CC2)cc1 (configuration not stated),-6,-3.6%

The list goes on:
SMILES	RmlCD inh 1536	GlmU inhibition
C/C(=N\OCC(=O)N/N=C/c1ccccc1)c1cccs1	x	-1.4%
Cc1cc(C)cc(OCC(=O)OCCN2C(=O)c3ccccc3C2=O)c1	-3	4.6%
COc1ccc(CCC(=O)NNC(=S)Nc2cccc(C(C)=O)c2)cc1	x	0.1%
COC(=O)CSc1nc(N)c(C#N)c(-c2ccc(O)cc2)c1C#N	11	1.0%
CCOC(=O)c1c(NC(=O)CSc2nnc(C)c(=O)[nH]2)sc2c1CCCC2	x	1.6%
S=C(Nc1cccc(Cl)c1)NC1CC2CCCC(C1)N2C1CCCC1 (configuration not stated)	12	0.9%
Cc1cccc(-n2c(Cc3cc(=O)[nH]c(=O)[nH]3)nnc2SCC(=O)Nc2cccc(C(F)(F)F)c2)c1	-2	-3.6%
O=C(CSc1nc2ccccc2s1)N1c2ccccc2Sc2ccc(C(F)(F)F)cc21	x	-0.9%
COc1ccc(CCNC(=O)Cc2c(Cl)cccc2Cl)cc1	8	24%
COc1ccc(N2C(=O)CC(c3ccc(OC(C)C)cc3)C2=O)cc1 (configuration not stated)	-4	-3.4%
CCOC(=O)CSC1=C(C#N)C(c2ccccc2F)C(C(C)=O)=C(C)N1 (configuration not stated)	x	-4.6%
CC[N+]1(C)CCC(=C2c3ccccc3CC(=O)c3sccc32)CC1 (configuration not stated)	-9	1.7%
Cc1nnc(SCC(=O)Nc2nsc(-c3ccc(Cl)cc3)n2)s1	x	0.4%
O=C(c1cnn(-c2ccccc2)c1)c1ccccc1O	14	-0.4%
CCC/C(C)=N/NC(=O)c1ccccc1O	4	-0.8%
CN(c1ccc(OCC(=O)N2CCOCC2)cc1)S(=O)(=O)c1ccc(Cl)cc1	21	-6.2%
O=C(/C=C/c1ccco1)NC(=S)Nc1cccc(-c2nc3ccccc3s2)c1	x	0.0%
Cc1ccccc1-n1c(-c2ccc([N+](=O)[O-])cc2)nc2ccccc2c1=O	x	0.3%
COc1cc(CCNc2ccc3nnc(-c4ccccc4)n3n2)cc(OC)c1OC	x	4.1%
C/C=C/C=C\C(=O)Nc1cccc(C2=NOC3(C2)C[C@@H](C(N)=O)N(C(=O)c2cc([N+](=O)[O-])cc([N+](=O)[O-])c2C)C3)c1 (some centres not stated)	0	-2.2%
CC1CCCN(C(=O)C23CCC(C)(C(=O)C2)C3(C)C)C1 (configuration not stated)	x	7.0%
Cn1c2ccccc2c2c(C(=O)NCC3CCCO3)cn(C3CCCC3)c(=O)c21 (configuration not stated)	-8	1.6%
CC/C(=N\NC(=O)CSc1ncccn1)c1ccc2c(c1)OCCO2	x	-3.0%
C=C(C)[C@@H]1CC=C(CN2CCC(CCOC)(C(=O)OCC)CC2)CC1	3	0.1%
O=C(O)CSc1nnc(-c2ccc3c(c2)OCO3)o1	6	0.1%
O=C1c2ccccc2C(=O)N1CC(=O)N1c2ccccc2Sc2ccc(C(F)(F)F)cc21	8	-0.4%
CCCCCCc1nnc(N)s1	-5	1.2%
COc1cccc(/C=C2\N=C3CCCCCN3C2=O)c1	x	0.4%
CCCn1c(SCC(=O)NC(=O)NCc2ccco2)n[nH]c1=O	2	-6.0%
O=C(NCc1cccs1)c1ccc(S(=O)(=O)N2CCCCC2)cc1	x	-1.6%
COc1ccccc1NC(=O)c1ccc(-n2cccn2)nc1	-1	2.1%
Cn1nnnc1SCC(=O)NCc1cccc(C(=O)O)c1	x	-0.8%
Cc1cccc(NC(=S)NN2CCN(C)CC2)c1C	2	-0.3%
CC(=O)Nc1cc(-c2ccc(F)cc2)[nH]n1	3	-1.9%
CCn1c(SCC(=O)N2CCCc3ccccc32)nc2c(c1=O)SC(C)C2 (configuration not stated)	x	0.6%
FC(F)(F)COc1nc(N2CCCCC2)nc(N2CCNCC2)n1	7	-10%
CC(=O)Nc1nc2n(n1)C(c1ccc(F)cc1)C=C(c1ccccc1)N2 (configuration not stated)	16	1.9%
CCCCCCCC(=O)OCC(O)CO (configuration not stated)	x	4.2%
CN1C(=O)C(Cc2cccs2)C(=O)N(C)C1=O	x	1.1%
Clc1ccc(Nc2nc3cccnc3s2)cc1	6	-4.1%
CCc1ccc(OCC(=O)OC2CCS(=O)(=O)C2)cc1 (configuration not stated)	4	1.5%
COc1ccc2c(CC(=O)OCC(=O)Nc3ccccc3[N+](=O)[O-])coc2c1	-12	1.9%
COc1ccccc1Nc1ncccc1C(=O)O	14	5.9%
CCN(CCCNC(=O)C1CCC(=O)N1C1CCCC1)c1cccc(C)c1 (configuration not stated)	-1	-3.1%
CCN(C(=O)CSc1nncs1)c1c(N)n(Cc2ccccc2)c(=O)[nH]c1=O	1	-0.5%
COCCCNC(=S)Nc1ccc(N2CCCCC2)cc1	x	-2.0%
CCOC(=O)C1C(=O)CC(C)(O)C(C(=O)OCC)C1/C=C/c1ccccc1 (configuration not stated)	18	-5.4%
CCc1ccc(N/C(SCc2cccc(F)c2)=C(/C#N)C(=O)NCc2ccco2)cc1	-9	-3.2%
Cc1cc(C)c2c(-n3cccc3)c(C(=O)NNS(=O)(=O)c3ccccc3)sc2n1	x	-2.8%
CCOc1ccc(CNC(=O)C2CCCN(S(C)(=O)=O)C2)cc1OC (configuration not stated)	0	-1.7%
O=C(O)c1cccc(N(CCO)CCO)c1	x	-4.2%
O=C1NC2(CCCCC2)N=C1c1ccc(Br)cc1	x	-0.4%
Cn1c(=O)c2c(nc(N3CCCCCC3)n2CCSc2nc3ccccc3o2)n(C)c1=O	4	1.1%
O=C(c1nc2ccccn2c1CNCCCn1ncc2ccccc21)N1CCOCC1	-5	1.2%
CC(=O)CC1(O)C(=O)Nc2ccccc21 (configuration not stated)	x	2.7%
COCc1c(C(=O)OCC(=O)N2c3ccccc3NC(=O)C2(C)C)oc2ccccc12	4	10%
Cc1ccc(NN2C(=O)C=C(c3ccc(Cl)cc3)C2=O)cc1	10	2.4%
COc1ccc(CCN(C)Cc2nc(Cc3ccc(OC)c(OC)c3)no2)cc1OC	-8	1.4%
Cc1ccc(S(=O)(=O)CC#CCOC(=O)c2ccc([N+](=O)[O-])cc2)cc1	x	3.2%
O=C(O)/C=C(\Oc1ccccc1)C1(O)CCCCC1	11	-0.4%
Other results follow:
SMILES	RmlCD inh 1536	GlmU inhibition
Cc1cc(C)nc(NCCCc2ccccc2)n1	22	3.1%
COc1ccc(C2=Nc3cccc4cccc(c34)N2)cc1	1	x
N#Cc1c(-c2ccccc2)c(C#N)c2nc3ccccc3n2c1N	-3	5.6%
CC(C)NC(=O)COc1nncc2ccccc12	4	-2.6%
O=C(CN1C(=O)CCS(=O)(=O)c2ccccc21)Nc1cccc(Cl)c1	-3	-0.2%
O=C(COC(=O)[C@@H]1CCCN1S(=O)(=O)c1ccc(Cl)cc1)NCC(F)(F)F	9	-1.8%
O=C(O)CCCCCn1c(SCc2cc(=O)n3cc(Cl)ccc3n2)nc2ccsc2c1=O	x	-1.2%
CN(C)c1ccc(/C=C2/C(=O)NC(=O)N(CCc3ccc(F)cc3)C2=O)cc1	46	5.1%
Cc1cc(C(=O)COC(=O)c2n[nH]c3ccccc23)c(C)n1CC1CCCO1 (configuration not stated)	x	-2.5%
COc1ccccc1NC(=O)COC(=O)c1ccccc1OCC(=O)Nc1ccc(SC(F)F)cc1	9	3.1%
CCOc1ccc(N2C(=O)CC(S/C(N)=N/N=C/c3cccs3)C2=O)cc1 (configuration not stated)	-6	-3.4%
CCOC(=O)C1=CN(CC2CCCO2)C=C(C(=O)OCC)C1c1ccccc1C(F)(F)F (configuration not stated)	-14	0.9%

Pulled by structure from the list above:
SMILES	RmlCD inh 1536	GlmU inhibition
CCOc1ccc(N2C(=O)CC(S/C(N)=N/N=C/c3cccs3)C2=O)cc1 (configuration not stated)	-6	-3.4%
COc1ccccc1NC(=O)COC(=O)c1ccccc1OCC(=O)Nc1ccc(SC(F)F)cc1	9	3.1%
O=C(CN1C(=O)CCS(=O)(=O)c2ccccc21)Nc1cccc(Cl)c1	-3	-0.2%
Cc1cc(C)nc(NCCCc2ccccc2)n1	22	3.1%

Next structures.
SMILES	RmlCD inh 1536	GlmU inhibition
CC12CCC(C(=O)N(CC(O)CN3CCCCCC3)C1=O)C2(C)C (configuration not stated)	x	-0.5%
CCn1cc(Br)c(C(=O)NCc2ccco2)n1	x	-2.9%
Cc1ccc(S(=O)(=O)CCc2nnc(NC(=O)C3CCCCC3)s2)cc1	-22	2.5%
COC(=O)c1ccc(-c2ccc(/C=N/N3C(=O)C4C5C=CC(CC5)C4C3=O)o2)cc1 (configuration not stated)	-6	-6.6%
COc1ccc(C(C)C)cc1S(=O)(=O)n1cnc(C)c1	9	2.7%
O=C(N1CCOCC1)C1(c2ccccc2)CCCCC1	-8	-3.0%
COc1ccc(NC(=O)c2ccc(CNc3c(N4CCCC4)c(=O)c3=O)cc2)cc1Cl	-2	2.9%
COCCSc1nnc(NC(=O)c2cc(C(=O)OC)cc([N+](=O)[O-])c2)s1	-3	-3.1%
CC(=O)Nc1ccc(-c2cc3ccccc3o2)cc1	-60	1.8%
CCCOc1ccc(/C=C2\SC(=S)N(CC3CCCO3)C2=O)cc1 (configuration not stated)	-1	0.7%
CCCC(=O)C1=C(O)C(C(=O)OC)C(C)(C)CC1=Nc1ccc(OC)cc1 (configuration not stated)	-14	-3.1%
O=C(COC(=O)C12CC3CC(CC(C3)C1)C2)Nc1ccccc1F	x	4.0%
C/C(=N\NC(=O)CN1CCN(Cc2ccccc2)CC1)c1cccs1	12	3.5%
Cc1ccc(C(c2nnnn2C2CCCC2)N2c3ccccc3CC2C)cc1 (configuration not stated)	x	-1.1%
O=C(Nc1ccc2oc(=O)ccc2c1)c1ccco1	40	2.3%
N#CCCSCc1ccc(OCC(=O)O)cc1	x	5.4%
CCC1(N(C(C)=O)c2ccc(OC)cc2)C(=O)c2ccccc2C1=O	x	5.8%
O=[N+]([O-])c1ccc(Cc2nnc(-c3ccc(F)cc3)o2)cc1	-11	-2.5%
CC1(C(=O)NCc2ccccn2)C=CCN1C(=O)c1ccccc1 (configuration not stated)	x	6.2%
O=S(=O)(c1ccc(C(F)(F)F)cc1)N1CCCN(c2ccc(C(F)(F)F)cn2)CC1	0	-2.4%

Three structures already listed, sorted by heavy-atom count, rising:
SMILES	RmlCD inh 1536	GlmU inhibition
O=[N+]([O-])c1ccc(Cc2nnc(-c3ccc(F)cc3)o2)cc1	-11	-2.5%
CC1(C(=O)NCc2ccccn2)C=CCN1C(=O)c1ccccc1 (configuration not stated)	x	6.2%
C/C(=N\NC(=O)CN1CCN(Cc2ccccc2)CC1)c1cccs1	12	3.5%

Some of the compounds tested (hit frequency here may not be typical).
